DNMT1 inh: human DNMT1 methyltransferase inhibitors, primary screen, biochemical, molecular beacon, fluorescence, HinP1I cleavage, uHTS; DNA (cytosine-5)-methyltransferase 1 (Homo sapiens), P26358; inhibition (reported as % activation of signal), % at 10 µM; 360,000 compounds, 0.83% hits; AID 588458, 2011; in the data active = inhibition above about 50%
MsrA inh: bovine MsrA enzyme inhibitors, primary screen, biochemical, absorbance, HTS. purified bovine MsrA, absorbance read-out. 360,000 compounds, 0.75% hits. AID 651718, 2012. Methionine sulfoxide reductase A (Bos taurus). inhibition, % at 15.5 µM; in the data active = inhibition above about 4.5%;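 also: 0% = vehicle wells with enzyme and 100% = reference inhibitor wells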
LMPTP inh: LMPTP phosphatase inhibitors, primary screen, biochemical, fluorescence intensity, uHTS | recombinant LMPTP-A, OMFP fluorogenic substrate | AID 651560, 2012 | 360,000 compounds, 0.22% hits | inhibition, % at 20 µM;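 active = compounds that cut the enzyme signal by at least half of the control window in the single-dose screen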;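 also: plate controls were DMSO wells with enzyme plus substrate for no effect and substrate without enzyme for full effect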
Target sequence (P24666 whole entry, looked up): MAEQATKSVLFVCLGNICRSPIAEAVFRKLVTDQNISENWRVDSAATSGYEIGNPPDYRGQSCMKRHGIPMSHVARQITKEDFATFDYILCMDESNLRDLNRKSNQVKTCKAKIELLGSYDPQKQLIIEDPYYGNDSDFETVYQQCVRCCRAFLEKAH
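Assay system: LMPTP-A, protein tyrosine phosphatase of low molecular weight / Medium: pH 6.0 Bis-Tris buffer with DTT and Triton X-100 / Schedule: 50 min enzyme reaction at room temperature, protected from light / Measured by: endpoint fluorescence intensity from OMFP dephosphorylation / Read-out basis: % inhibition relative to no-enzyme and uninhibited control wells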
STEP inh: STEP phosphatase inhibitors, primary screen, biochemical, fluorescence intensity, uHTS. 360,000 compounds, 0.25% hits. recombinant STEP, OMFP fluorogenic substrate. inhibition, % at 20 µM. Tyrosine-protein phosphatase non-receptor type 5 (Homo sapiens), P54829;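 active = inhibition at 20 µM, scaled per plate between control wells, above about 37%, limit read from the data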;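 also: 0% = DMSO with enzyme and substrate and 100% = substrate only without enzyme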
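medium = Bis-Tris buffer pH 6.0, 2.5 mM DTT, 0.005% Tween 20 | test system = STEP (striatal-enriched tyrosine phosphatase) enzyme, cell-free | measure = normalized % inhibition | compound dosing = 20 µM, 1% DMSO | also added = 25 µM OMFP | schedule = reaction 20 min, ambient temperature | measured by = fluorescence read at 480 nm ex / 540 nm em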
Rpn11 inh: Rpn11 (PSMD14) deubiquitinase inhibitors, primary screen, biochemical, fluorescence polarization, uHTS | human 26S proteasome, Ub4-pepOG fluorescence polarization; 20S core pre-blocked with epoxomicin | 26S proteasome non-ATPase regulatory subunit 14 (Homo sapiens), O00487 | calls only at 20 µM | AID 588493, 2011 | 360,000 compounds, 0.59% hits;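 active = inhibition at 20 µM, scaled to each plate's controls, above about 33%, limit read from the data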
CSN deneddyl inh: inhibitors of CSN-mediated cullin deneddylation, primary screen, biochemical, fluorescence polarization, uHTS; inhibition, % at 12.5 µM; Purified CSN, SCF-Nedd8-OG deneddylation; AID 651999, 2013; 360,000 compounds, 0.38% hits; COP9 signalosome complex subunit 5 (Homo sapiens), Q92905;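 active = pattern-corrected inhibition above about 35%, with an unprinted fluorescence ratio check between 0.5 and 1.5, limit read from the data, passing the limit was not always enough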;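 also: 0% = enzyme with substrate and 100% = substrate without enzyme; some results filed as inactive read as strong as hits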
Target sequence (Q92905 whole entry, looked up, one chain of several): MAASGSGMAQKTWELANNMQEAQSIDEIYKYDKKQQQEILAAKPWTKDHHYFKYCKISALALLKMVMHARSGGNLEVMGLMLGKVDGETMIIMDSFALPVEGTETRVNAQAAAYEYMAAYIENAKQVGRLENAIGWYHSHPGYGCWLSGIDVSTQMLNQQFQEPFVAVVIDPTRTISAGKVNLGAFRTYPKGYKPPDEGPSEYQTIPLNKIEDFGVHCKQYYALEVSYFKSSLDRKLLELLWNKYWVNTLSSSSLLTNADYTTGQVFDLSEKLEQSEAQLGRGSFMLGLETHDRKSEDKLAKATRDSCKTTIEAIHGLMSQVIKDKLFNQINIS
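Detection – fluorescence polarization · System – HEK293T-derived human Csn5 enzyme · Controls – substrate-only high control, full reaction low control · Timing – 90 min, room temperature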
SUMO1-SIM PPI: modulators of SUMO1 protein-protein interactions, primary screen, biochemical, uHTS; SUMO1 binding to a labelled peptide, TR-FRET, 1 h; 360,000 compounds, 0.33% hits; AID 602429, 2012; inhibition, % at 20 µM; in the data active = inhibition above about 37%
Target sequence (P63165 whole entry, looked up): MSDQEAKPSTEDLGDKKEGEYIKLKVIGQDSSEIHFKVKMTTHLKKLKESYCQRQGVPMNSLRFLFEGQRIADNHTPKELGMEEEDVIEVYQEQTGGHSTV
Tb MetRS inh: T. brucei MetRS inhibitors, primary screen, biochemical, luminescence. methionyl-tRNA synthetase (Trypanosoma brucei brucei). purified T. brucei MetRS, ATP depletion, Kinase-Glo luminescence. inhibition, % at 11.9 µM. 360,000 compounds, 0.4% hits;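 active = inhibition above a per-plate cutoff of the control wells' mean inhibition plus 3 SD, cut at about 5.5% in these data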;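 also: 0% = DMSO wells median and 100% = median of wells with control inhibitor compound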
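Test system: purified T. brucei MetRS enzyme. Also added: ATP, methionine and E. coli bulk tRNA substrates. Compound: 11.9 µM single point. Schedule: 15 min enzyme-compound preincubation, 2 h reaction, 10 min detection, 25 °C. Signal: luciferase luminescence of residual ATP, Kinase-Glo. Evaluation: percent inhibition versus plate control medians. Controls: DMSO wells, low control.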
Scp1 inh: Scp-1 phosphatase inhibitors, primary screen, biochemical, colorimetric, uHTS; Carboxy-terminal domain RNA polymerase II polypeptide A small phosphatase 1 (Homo …; Recombinant Scp1, phosphopeptide, malachite green phosphate absorbance; AID 493091, 2011; 340,000 compounds, 0.88% hits; inhibition, % at 20 µM;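 active = inhibition above about 50% at 20 µM, limit read from the data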;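 also: plate controls were DMSO wells with enzyme for no effect and wells lacking enzyme for full effect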
Target sequence (Q9GZU7 76-261 limits assumed): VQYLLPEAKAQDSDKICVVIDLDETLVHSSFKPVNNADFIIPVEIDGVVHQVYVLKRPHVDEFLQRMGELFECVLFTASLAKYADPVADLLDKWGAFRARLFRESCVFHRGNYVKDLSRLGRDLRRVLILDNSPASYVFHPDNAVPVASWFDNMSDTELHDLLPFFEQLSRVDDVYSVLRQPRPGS
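Material: truncated SCP-1 phosphatase (76-261aa) / Buffer or medium: 50 mM Tris acetate pH 5.5, 0.005% Tween-20, 10 mM MgCl2 / Compound dosing: one concentration, 20 µM, with 1.0% DMSO / Incubation: 45 min room-temperature reaction, 5 min colour, 30 min stabiliser / Detection: colorimetric free-phosphate detection, absorbance 630 nm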
NadD inh: inhibitors of S. aureus NadD, primary screen, biochemical, colorimetric, uHTS | inhibition, % at 20 µM | purified NadD enzyme, colorimetric absorbance read-out | Nicotinate-nucleotide adenylyltransferase NadD (Staphylococcus aureus N315) | 360,000 compounds, 0.78% hits; in the data active = inhibition above about 26%; also: some compounds past the cut are filed as inactive
Numbers without * were called inactive.

For O=C(NCc1ccc2c(c1)OCO2)c1ccc(S(=O)(=O)NCC2CCCO2)cc1 (configuration not stated) the results were DNMT1 inh -6, MsrA inh 1.0, LMPTP inh 1.1, STEP inh 0, Rpn11 inh inactive, CSN deneddyl inh 0, SUMO1-SIM PPI -1, Tb MetRS inh -1.0, Scp1 inh -2 and NadD inh -7.
Screening CCS(=O)(=O)NCCc1ccc(OC)c(OC)c1 returned DNMT1 inh 0, MsrA inh 0.9, LMPTP inh -2.1, STEP inh 0, Rpn11 inh inactive, CSN deneddyl inh -5, SUMO1-SIM PPI 0, Tb MetRS inh -0.2, Scp1 inh -5 and NadD inh 5.
Screening COc1ccccc1N1CC(C(=O)OC(C)C(=O)N2CCCc3ccccc32)CC1=O (configuration not stated) returned DNMT1 inh 0, MsrA inh 0.3, LMPTP inh -0.3, STEP inh -7, Rpn11 inh inactive, CSN deneddyl inh -5, SUMO1-SIM PPI -1, Tb MetRS inh 0.1, Scp1 inh -5 and NadD inh 3.
`Cc1ccccc1-n1c(=O)c2ccccc2n2nnnc12` gave DNMT1 inh -1, MsrA inh 0.1, LMPTP inh 0.3, STEP inh 2, Rpn11 inh inactive, CSN deneddyl inh 0, SUMO1-SIM PPI 1, Tb MetRS inh -1.3, Scp1 inh -4 and NadD inh 3.
Screening CCN1CCN(C(=O)CN(c2cccc(Br)c2)S(=O)(=O)c2ccccc2)CC1 returned DNMT1 inh 1, MsrA inh -0.9, LMPTP inh -1.4, STEP inh -2, Rpn11 inh inactive, CSN deneddyl inh -19, SUMO1-SIM PPI -1, Tb MetRS inh -0.4, Scp1 inh -1 and NadD inh -5.
`O=C(NCCC1CCCCN1S(=O)(=O)c1ccc(F)cc1)C(=O)NC1CCCC1` (configuration not stated) gave DNMT1 inh -1, MsrA inh -0.3, LMPTP inh -1.3, STEP inh 1, Rpn11 inh inactive, CSN deneddyl inh -3, SUMO1-SIM PPI 1, Tb MetRS inh -0.4, Scp1 inh 1 and NadD inh -6.
For CC1CN(C(=O)c2cccc(NS(=O)(=O)c3ccc(Br)cc3)c2)CC(C)O1 (configuration not stated) the results were DNMT1 inh 7, MsrA inh -0.5, LMPTP inh -0.7, STEP inh -3, Rpn11 inh inactive, CSN deneddyl inh -3, SUMO1-SIM PPI -4, Tb MetRS inh 1.2 and NadD inh 4.
O=C(NCC(=O)N1CCCC(C(F)(F)F)C1)c1cccs1 (configuration not stated) was read as DNMT1 inh -15, MsrA inh 0.4, LMPTP inh -9.4, STEP inh -1, Rpn11 inh inactive, CSN deneddyl inh 3, SUMO1-SIM PPI -166, Tb MetRS inh 0.0, Scp1 inh -7 and NadD inh 2.
`O=C1CC(c2ccc(O)cc2)Oc2ccccc21` (configuration not stated) gave DNMT1 inh 4, MsrA inh 0.9, LMPTP inh 0.0, STEP inh -2, Rpn11 inh inactive, CSN deneddyl inh 0, SUMO1-SIM PPI -6, Tb MetRS inh -0.2, Scp1 inh -2 and NadD inh 0.
CCCCOC(=O)Nc1ccc(OC)cc1S(=O)(=O)N1CCOCC1 was read as DNMT1 inh -2, MsrA inh 0.6, LMPTP inh -2.1, STEP inh -2, Rpn11 inh inactive, CSN deneddyl inh -2, SUMO1-SIM PPI 1, Tb MetRS inh 0.0, Scp1 inh -2 and NadD inh 2.
`CCOC(=O)C1CCN(C(=O)CCN2C(=O)C3C4C=CC(C4)C3C2=O)CC1` (configuration not stated) gave DNMT1 inh 2, MsrA inh 0.6, LMPTP inh -1.0, STEP inh 2, Rpn11 inh inactive, CSN deneddyl inh 3, SUMO1-SIM PPI -4, Tb MetRS inh -1.0, Scp1 inh 3 and NadD inh -4.
For COc1ccc(Nc2nc(-c3ccccc3)nc3ccccc23)c(OC)c1 the results were DNMT1 inh 7, MsrA inh 1.1, LMPTP inh 8.5, STEP inh 2, Rpn11 inh inactive, CSN deneddyl inh -4, SUMO1-SIM PPI 1, Tb MetRS inh -1.0, Scp1 inh 7 and NadD inh 0.

Two consecutive compounds from above, quoted:
For O=C(NCc1ccc2c(c1)OCO2)c1ccc(S(=O)(=O)NCC2CCCO2)cc1 (configuration not stated) the results were DNMT1 inh -6, MsrA inh 1.0, LMPTP inh 1.1, STEP inh 0, Rpn11 inh inactive, CSN deneddyl inh 0, SUMO1-SIM PPI -1, Tb MetRS inh -1.0, Scp1 inh -2 and NadD inh -7.
Screening CCS(=O)(=O)NCCc1ccc(OC)c(OC)c1 returned DNMT1 inh 0, MsrA inh 0.9, LMPTP inh -2.1, STEP inh 0, Rpn11 inh inactive, CSN deneddyl inh -5, SUMO1-SIM PPI 0, Tb MetRS inh -0.2, Scp1 inh -5 and NadD inh 5.

Following part:
Clc1ccc(C[n+]2cc(-c3ccccc3)n3c2CCCCC3)c(Cl)c1 was read as DNMT1 inh 0, MsrA inh -1.6, LMPTP inh 0.4, STEP inh -3, Rpn11 inh inactive, CSN deneddyl inh 7, SUMO1-SIM PPI 27, Tb MetRS inh -0.4, Scp1 inh 21 and NadD inh 6.
O=C(COn1nnc2ccc(C(F)(F)F)cc21)Nc1c(Cl)cccc1Cl was read as DNMT1 inh 2, MsrA inh 0.3, LMPTP inh -0.7, STEP inh 0, Rpn11 inh inactive, CSN deneddyl inh 2, SUMO1-SIM PPI -5, Tb MetRS inh -0.6, Scp1 inh -5 and NadD inh 0.
Cc1ccc(NC(=S)NCc2ccc(F)cc2)c(C)c1 was read as DNMT1 inh -1, MsrA inh -1.5, LMPTP inh -0.1, STEP inh 1, Rpn11 inh inactive, CSN deneddyl inh -2, SUMO1-SIM PPI 3, Tb MetRS inh -0.4, Scp1 inh -5 and NadD inh -3.
`CCOc1c2ccc(C(=O)NCCCCc3ccccc3)cc2nn1C` gave DNMT1 inh 2, MsrA inh 0.9, LMPTP inh -0.6, STEP inh -1, Rpn11 inh inactive, CSN deneddyl inh 1, SUMO1-SIM PPI -2, Tb MetRS inh -0.1, Scp1 inh -8 and NadD inh -4.
`O=C(CSc1nc(-c2ccco2)cc(C(F)(F)F)n1)Nc1cccnc1` gave DNMT1 inh 0, MsrA inh 1.3, LMPTP inh 4.1, STEP inh -10, Rpn11 inh inactive, CSN deneddyl inh 2, SUMO1-SIM PPI -8, Tb MetRS inh 0.2, Scp1 inh 0 and NadD inh -2.
CCCn1c(SCC(=O)N(CC)CC)nnc1-c1ccncc1 was read as DNMT1 inh 1, MsrA inh 0.0, LMPTP inh 0.0, STEP inh -1, Rpn11 inh inactive, CSN deneddyl inh -5, SUMO1-SIM PPI 1, Tb MetRS inh 0.0, Scp1 inh -5 and NadD inh 5.
For OCC1(CCOc2ccccc2)CCN(Cc2cc(Cl)ccc2O)CC1 the results were DNMT1 inh 2, MsrA inh 0.0, LMPTP inh -2.1, STEP inh -1, Rpn11 inh inactive, CSN deneddyl inh -3, SUMO1-SIM PPI -6, Tb MetRS inh 1.1, Scp1 inh -2 and NadD inh -3.
For COc1ccc(CC(=O)Nc2cc(F)ccc2F)cc1S(=O)(=O)N1CCOCC1 the results were DNMT1 inh 4, MsrA inh 2.8, LMPTP inh -0.7, STEP inh -2, Rpn11 inh inactive, CSN deneddyl inh -3, SUMO1-SIM PPI 1, Tb MetRS inh -0.4 and NadD inh -7.
Cc1ccccc1N1CCN(C(=O)c2cc(C3CC3)nn2-c2ccccc2)CC1 was read as DNMT1 inh -2, MsrA inh -0.4, LMPTP inh 4.2, STEP inh 4, Rpn11 inh inactive, CSN deneddyl inh -2, SUMO1-SIM PPI 3, Tb MetRS inh -0.2, Scp1 inh -10 and NadD inh 2.
Screening O=C(COC(=O)C1CC1)NCc1ccccc1Cl returned DNMT1 inh 4, MsrA inh 0.2, LMPTP inh -2.9, STEP inh -2, Rpn11 inh inactive, CSN deneddyl inh -1, SUMO1-SIM PPI -3, Tb MetRS inh -0.4, Scp1 inh 1 and NadD inh -8.
CCSc1nc2ccccc2n1CC(=O)O was read as DNMT1 inh -4, MsrA inh -0.9, LMPTP inh -1.3, STEP inh -1, Rpn11 inh inactive, CSN deneddyl inh 3, SUMO1-SIM PPI -4, Tb MetRS inh -0.3, Scp1 inh -1 and NadD inh 2.
`O=S(=O)(c1ccc(Cl)c(Cl)c1)N1CCc2nc3ccccc3n2CC1` gave DNMT1 inh 32, MsrA inh 0.9, LMPTP inh 1.5, STEP inh -2, Rpn11 inh inactive, CSN deneddyl inh 8, SUMO1-SIM PPI -2, Tb MetRS inh -0.8, Scp1 inh -11 and NadD inh 14.
Screening CN1CCC(=NNC(=O)COc2ccc(Cl)cc2)CC1 returned DNMT1 inh 2, MsrA inh 2.0, LMPTP inh -0.5, STEP inh -3, Rpn11 inh inactive, CSN deneddyl inh -4, SUMO1-SIM PPI 3, Tb MetRS inh -0.2, Scp1 inh -6 and NadD inh -2.
CCS(=O)(=O)c1ccc2oc(SCC(=O)NC34CC5CC(CC(C5)C3)C4)nc2c1 was read as DNMT1 inh 6, MsrA inh -0.3, LMPTP inh -0.1, STEP inh 1, Rpn11 inh inactive, CSN deneddyl inh -1, SUMO1-SIM PPI -1, Tb MetRS inh -0.6, Scp1 inh -9 and NadD inh 0.
For CN(C)S(=O)(=O)N1CCC(Oc2cccc(C(=O)NCCCC3CCCC3)c2)CC1 the results were DNMT1 inh -3, MsrA inh -0.5, LMPTP inh 4.3, STEP inh 2, Rpn11 inh inactive, CSN deneddyl inh 2, SUMO1-SIM PPI 3, Tb MetRS inh -0.4, Scp1 inh -2 and NadD inh -5.
`CCCC(=O)Nc1ccc(NC(=O)c2ccccn2)cn1` gave DNMT1 inh 1, MsrA inh 0.4, LMPTP inh 0.4, STEP inh 1, Rpn11 inh inactive, CSN deneddyl inh 3, SUMO1-SIM PPI -1, Tb MetRS inh -1.9, Scp1 inh 3 and NadD inh -7.

Screening results deposited in PubChem by several laboratories.
